# Screening data (PubChem BioAssay)
# RMI FANCM FP = blocks RMI1/RMI2 complex binding to FANCM MM2 peptide | AID 1159607 | actives 0.58% (n = 70,000) | FP signal (polarization) at 33 µM | Fluorescence polarization, RMI core complex with F-MM2 peptide; hits give low values; in the data active = FP signal below about 40; note: inactives centre near 61; strong numbers were not always called active; unit not given here
# The depositor's hits bear a star; & = joins results of further samples. The list is partial, so the mix of outcomes need not match the whole.
SMILES,RMI FANCM FP
O=C(CN1CCOCC1)N/N=C\c1ccc(Cl)cc1,58
Cn1cccc1C(CNC(=O)COc1ccccc1F)N1CCc2ccccc2C1 (stereo unspecified),64
COc1ccc(OC)c(-n2c(N)c(C(=O)NCc3ccccc3OC)sc2=S)c1,62
CN1CCC(=NNC(N)=S)CC1,58
CC(=O)N1CCc2ccc(NC(=O)c3ccc(F)cc3Cl)cc21,65
Cc1nn(C2CCS(=O)(=O)C2)c2nc(-c3cccs3)cc(C(=O)NCc3ccccn3)c12 (stereo unspecified),62
CCOc1ccccc1-n1nnnc1SCC(=O)NC(C)C,51
OC/C=C/c1ccc(O)c(O)c1,60
O=C(Cn1c(=O)oc2ccc(Cl)cc21)N1CCc2ccccc2C1,67
CCc1nnc(C2CCN(C(=O)c3ccco3)CC2)s1,62
O=C(CSC1CCCCC1)Nc1ccc(Br)cc1,60
CC12CCC(C(=O)N(CC(O)CN3CCCCC3)C1=O)C2(C)C (stereo unspecified),63
NC(=O)c1sc(-c2ccsc2)cc1NS(=O)(=O)c1ccc(C(F)(F)F)cc1,52
CCOC(=O)c1cc(CSc2n[nH]c(=O)n2-c2ccccc2C(F)(F)F)on1,55
CC1(C)C2CCC1(CBr)C(=O)C2Br (stereo unspecified),61
CCc1ccc(S(=O)(=O)NCCN2CCN(c3ccccc3)CC2)s1,63
CC(C)S(=O)(=O)c1cccc(C(=O)Nc2ccc(O)c(-c3nc4ccccc4s3)c2)c1,63
O=C(O)CCCNC(=S)Nc1ccc(F)c(Cl)c1,56
C[C@]12CCC(=O)C=C1CC[C@@H]1[C@@H]2[C@@H](O)C[C@@]2(C)[C@H]1CC[C@]2(O)C(=O)CO,55&70&59
CCOC(=O)c1c(NC(=O)C=C(C)C)sc(C)c1-c1ccc(Cl)cc1,67

# 4 of the compounds above, with values ahead of the structure.
RMI FANCM FP	molecule
61	CC1(C)C2CCC1(CBr)C(=O)C2Br (stereo unspecified)
56	O=C(O)CCCNC(=S)Nc1ccc(F)c(Cl)c1
63	CCc1ccc(S(=O)(=O)NCCN2CCN(c3ccccc3)CC2)s1
62	Cc1nn(C2CCS(=O)(=O)C2)c2nc(-c3cccs3)cc(C(=O)NCc3ccccn3)c12 (stereo unspecified)

# (next part)
SMILES,RMI FANCM FP
O=c1[nH]nc(SCc2nc(-c3ccccc3Cl)no2)n2nc(-c3ccco3)cc12,78
Cn1c(CNC(=O)OC(C)(C)C)nnc1SCC(=O)Nc1ccccc1,58
CN(C1CC1)S(=O)(=O)c1ccc(C(=O)N2CC(=O)Nc3ccccc32)cc1,56
COc1ccc(OCC(=O)Nc2ccc3c(c2)CN(C(=O)C(C)C)CC3)cc1,56
Nc1ccc(C(=O)O)c(O)c1,56
O=C(Nc1nnc(-c2ccno2)o1)C1COc2ccccc2O1 (stereo unspecified),56
O=S1(=O)CCCC(O)c2ccccc21 (stereo unspecified),57
O=C1C2N=NN(c3ccc(Cl)cc3)C2C(=O)N1c1ccc2c(c1)CCC2 (stereo unspecified),64
Cc1sc2nc(SCC(=O)c3cc(C)n(-c4ccc(Cl)c(C(F)(F)F)c4)c3C)n(-c3ccccc3)c(=O)c2c1C,87
FC(F)(F)c1nc2ccccc2[nH]1,61
COc1ccc(-c2csc(NC(=O)c3ccc(Br)cc3)n2)cc1,59
O=C(/C(=C\N1CCCC1)c1nnnn1-c1ccccc1)c1ccccc1,60
O=C1COc2ccccc2O1,64
O=C(NC1CCCCC1)c1sccc1S(=O)(=O)N1CCN(c2ccc(Cl)cc2)CC1,65
c1ccc(N2CCN(c3ccccc3)C2c2cccs2)cc1,58
CC(C)=CC(=O)Nc1nnc(Sc2ccnc3cc(Cl)ccc23)s1,62
CCOC(=O)c1oc2nc(-c3ccccc3)cc(C)c2c1NC(=O)Nc1ccc(Cl)cc1,70
Cc1cc(C)nc(NC(=O)c2ccc(S(=O)(=O)N3CCCCC3)cc2)n1,64
Cc1ccc(NC(=O)CC2CCCCN2S(=O)(=O)c2ccccc2)cc1C (stereo unspecified),72
O=C1C(c2cccc([N+](=O)[O-])c2)=C(O)c2ccccc21,62
CS(=O)(=O)c1cccc(-c2nnc(NC(=O)CN3C(=O)c4ccccc4C3=O)o2)c1,59
O=C(COc1ccc2ccccc2c1)NCC1CCN(Cc2cccs2)CC1,75
O=C(NCc1ccco1)c1nnn(-c2ccccc2)c1CSc1ncccn1,62
O=C(Cn1cnc2ccccc21)N/N=C\c1ccc(Cl)cc1Cl,62
COCCCNC1=C(C#N)C(=O)NC(C2CC=CCC2)S1 (stereo unspecified),52
Clc1ccc2nc(NCC3CCCO3)sc2c1 (stereo unspecified),67
COC(=O)C[C@H]1C(C)(C)C2(Cl)O[C@@]34CC2C(=O)[C@]1(C)C3CC[C@]1(C)C4=CC(=O)O[C@H]1c1ccoc1 (stereo partly specified),59
Cc1cc(C)c(C#N)c(Sc2ccccn2)n1,56
O=C(NCCN1CCN(c2ccccc2F)CC1)c1c(F)cccc1Cl,65
COc1ccc(CCNc2cc(C)nc3c(-c4ccc(Cl)cc4)cnn23)cc1OC,62
Cc1nc(-c2cccc(Cl)c2)n[nH]1,56
O=C(C1=COCCO1)N(CCN1CCOCC1)c1nc2c(F)cccc2s1,52
CC1CCN(c2ccc(-c3ccc(NC(=O)C(F)(F)F)cc3)nn2)CC1,51
Cc1nn(CC#N)c(=O)c2c1cnn2-c1ccccc1,55
O=C(Nc1nnc2n1CCS2)c1ccc2c(c1)OCO2,56
Cc1cccc(-n2ncc3c(=O)[nH]c(-n4nc(C)cc4NC(=O)c4cccc(C(F)(F)F)c4)nc32)c1,63
CCCCOc1ccc(C(=O)NCC(=O)N/N=C\c2cccs2)cc1,70
O=C(NCCS(=O)(=O)c1ccc(C(F)(F)F)cn1)c1ccc(Cl)cc1,55
O=c1c(C(F)(F)F)cccn1CCc1nc(-c2ccc(Cl)cc2)cs1,56
CCOC(=O)C1=C(C)NC(C(=O)OCC)CS1 (stereo unspecified),54
Cc1cc(O)c(C(c2ccc(F)cc2)N2CCN(c3ccccn3)CC2)c(=O)n1Cc1ccco1 (stereo unspecified),54
O=C(/C=C/c1ccc([N+](=O)[O-])cc1)NNC(=O)c1ccc(S(=O)(=O)N2CCCCCC2)cc1,68
O=C(Nc1ccc2c(c1)C(=O)NCCO2)c1ccco1,64
COc1ccccc1NC(=O)C1=C(C)Nc2nc(-c3ccco3)nn2C1c1ccc(F)cc1 (stereo unspecified),59
CCOc1ccc(-c2noc(CN3N=NC4C(=O)N(c5ccc(C)c(F)c5)C(=O)C43)n2)cc1OC (stereo unspecified),60
CCc1nnc(-c2ccc(NC(=O)C3CCCC3)cc2)o1,65
Cc1ccc(Cl)c2sc(N3CCN(C(=O)C4COc5ccccc5O4)CC3)nc12 (stereo unspecified),66
CCOc1ccc(Cc2nnc(NCCN3CCOCC3)[nH]c2=O)cc1,54
C#CCn1c(=NC(=O)c2cc([N+](=O)[O-])ccc2Cl)sc2cccc(OC)c21,87
O=C(CSc1ncnc2sc3c(c12)CCC3)Nc1nc(-c2ccccc2)ns1,78
Cn1c(/C(C#N)=C/c2ccccc2[N+](=O)[O-])nc2ccccc21,46
CC1CCc2c(sc(NC(=O)c3ccn(C)n3)c2C(N)=O)C1 (stereo unspecified),68
CN(C1CCCCC1)S(=O)(=O)c1ccc(C(=O)Nc2ncnc3sccc23)cc1,84
COCCn1c(SCc2cc(C)ccc2C)nc2cc(C(=O)NC3CCCC3)ccc2c1=O,61
CCN1C(=O)C(C)(C)COc2cc(NC(=O)COc3cccc(OC)c3)ccc21,70
O=S(=O)(NCCN1CCN(c2ccccc2F)CC1)c1ccccc1Cl,64
CC(C)S(=O)(=O)c1ccc(Cc2nnc(NC(=O)/C=C/c3cccs3)o2)cc1,62
Cc1cc(C)c(NC(=O)C(=O)NCC(c2ccc3c(c2)CCCN3C)N(C)C)c(C)c1 (stereo unspecified),58
O=C1NC(=O)C2C1C(c1ccccc1Cl)NN2Cc1ccccc1 (stereo unspecified),55
Cc1ccc(C)c(S(=O)(=O)NCC2CCN(Cc3ccccc3)CC2)c1,80

# Quoted at random: 7 entries already listed
SMILES,RMI FANCM FP
Cc1ccc(C)c(S(=O)(=O)NCC2CCN(Cc3ccccc3)CC2)c1,80
O=C1NC(=O)C2C1C(c1ccccc1Cl)NN2Cc1ccccc1 (stereo unspecified),55
COc1ccccc1NC(=O)C1=C(C)Nc2nc(-c3ccco3)nn2C1c1ccc(F)cc1 (stereo unspecified),59
CCOc1ccc(Cc2nnc(NCCN3CCOCC3)[nH]c2=O)cc1,54
O=S(=O)(NCCN1CCN(c2ccccc2F)CC1)c1ccccc1Cl,64
CCOc1ccc(-c2noc(CN3N=NC4C(=O)N(c5ccc(C)c(F)c5)C(=O)C43)n2)cc1OC (stereo unspecified),60
C#CCn1c(=NC(=O)c2cc([N+](=O)[O-])ccc2Cl)sc2cccc(OC)c21,87

# Later entries
SMILES,RMI FANCM FP
COc1ccc2oc(-c3csc(NC(=O)c4ccccc4[N+](=O)[O-])n3)cc2c1,51
CCOc1coc(C(=O)NCc2cccc(OC)c2)cc1=O,64
Clc1ccc(CSC2=NCCN2Cc2ccccc2)cc1,64
O=[N+]([O-])c1cccc(-c2nc(S(=O)(=O)c3ccccc3)c(N3CCCCCC3)o2)c1,56
CC(C)Sc1cccc(C(=O)N(Cc2cccnc2)c2nc3ccc(S(C)(=O)=O)cc3s2)c1,65
COc1ccc(C(=O)Nc2nsc(-c3ccccc3)n2)cc1,75
CCCCCCC(C)OC(=O)COc1cc(Cl)c(Cl)cc1Cl (stereo unspecified),55
COc1ccc(Cl)cc1NC(=O)CSc1cn(CCNC(=O)c2c(F)cccc2F)c2ccccc12,66
COc1ccc(CN=C(C)C2CCOC2=O)cc1 (stereo unspecified),62
O=Nc1c(-c2c(O)[nH]c3ccccc23)[nH]c2ccccc12,49
COc1cc(NS(=O)(=O)c2ccc(NC(=O)c3ccc(Cl)cc3Cl)cc2)ncn1,61
C=CCSC(=S)Nc1c(C)n(C)n(-c2ccccc2)c1=O,59
Clc1ccc(-c2cc3ccccn3c2)cc1,59
COc1cc(S(=O)(=O)n2nnc3ccccc32)c(C)cc1C,67
O=C(NCCN1CCN(c2ccccc2F)CC1)C(=O)NC1CC1,64
O=C(NC1CCCCC1)N1CCN(c2ccc3nncn3n2)CC1,67
CN(C)c1ccc(CCCNC(=O)c2ccc(Cl)cc2)cc1,73
N#Cc1ccccc1NC(=O)CSc1nnc(SCC(=O)Nc2ccccc2C#N)s1,53
CCCCc1ccc(NC(=O)CSc2nc(C3CCCCC3)c(C#N)c(=O)[nH]2)c(C)c1,46
CC(NC(=O)CC1S/C(=N\N=C/c2ccco2)NC1=O)C(=O)O (stereo unspecified),62
CNc1c(Br)cc(Br)c2c1C(=O)c1ccccc1C2=O,58
COc1ccc(OCC(=O)NC2C=CS(=O)(=O)C2)cc1 (stereo unspecified),60
O=C(NCCCN1CCOC(c2ccccc2)C1)C(=O)NC1CC1 (stereo unspecified),74
CC(C)C(=O)Nc1csc(C(F)(F)F)c1-c1ccccc1,54
COc1ccc(CCNC(=O)c2nc(SC)ncc2Cl)cc1OC,61
O=C(c1cc2ccccc2o1)N1CC=C(c2ccccc2)CC1,57
O=C(c1ccccc1)c1sc(NC(=O)C23CC4CC(CC(C4)C2)C3)nc1-c1ccccc1,65
CCOC(=O)c1c(-c2ccccc2)csc1NC(=O)c1ccc(C(C)(C)C)cc1,62
Cc1nccc(-c2cccc(N/N=C(/C#N)S(=O)(=O)c3ccccn3)c2)n1,54
CSc1cc(-c2ccncc2)nc(-c2ccc(Cl)cc2)c1,61
CC(C)N(Cc1ccccc1)S(=O)(=O)c1cccs1,56
COc1c(C(=O)NNC(=O)c2ccccc2Cl)csc1Br,57
Cc1nn(C2CCS(=O)(=O)C2)c2nc(-c3ccco3)cc(C(=O)Nc3ccc4c(c3)OCCO4)c12 (stereo unspecified),72
CCOC(=O)c1c(NC(=O)CSc2nc3scc(-c4ccc(C)o4)c3c(=O)n2-c2ccccc2)sc(C)c1C,70
CCOC(=O)c1c(NC(=O)C(C)SC2CCCCC2)sc2c1CCCC2 (stereo unspecified),58
COC(=O)C1=C(C)NC2=C(C(=O)CC(C)(C)C2)C1c1cnc[nH]1 (stereo unspecified),55
Cc1[nH]c2ccccc2c1C(=O)C(=O)N1CC=C(c2ccccc2)CC1,64
O=C(COc1ccccc1)NCC(=O)N/N=C\c1ccc(C(F)(F)F)cc1,107
CCOc1ccc(CC(=O)Nc2cc(C)nn2-c2nc(-c3cccs3)cs2)cc1,85
NNC(=O)c1snnc1-c1ccccc1,62
O=C(N1CCCCC1)N1CCN(S(=O)(=O)c2ccc(Cl)cc2)CC1,58
O=S(=O)(Nc1cccc(Cl)c1Cl)c1cccc2cccnc12,59
CN(C)CCCN(C(=O)C1=COCCO1)c1nc2c(F)cccc2s1,87
O=C(Nc1cccc2ccccc12)c1ccc(=O)n(Cc2cccc([N+](=O)[O-])c2)c1,54
C=CCn1c(=NC(=O)CCC)sc2cc(Br)ccc21,60
CCOC(=O)c1sc(-n2c(C)ccc2C)c(C#N)c1C,75
COc1ccc2nc(-c3ccc(NC(=O)C(C)(C)C)cc3)cn2n1,72
O=C(CSc1nc(-c2ccc(Cl)cc2)cs1)N1CCN(c2ccccn2)CC1,81
Cc1ccc(C2NC(c3ccc(C)cc3)C3C(=O)C2C(c2ccc(C)cc2)NC3c2ccc(C)cc2)cc1 (stereo unspecified),63
COc1cc(/C=C/C(=O)Oc2coc(CSc3ncccn3)cc2=O)cc(OC)c1OC,57
O=C1NCCOc2ccc([N+](=O)[O-])cc21,68

# Five neighbouring records out of the list so far, for reference:
SMILES,RMI FANCM FP
COC(=O)C[C@H]1C(C)(C)C2(Cl)O[C@@]34CC2C(=O)[C@]1(C)C3CC[C@]1(C)C4=CC(=O)O[C@H]1c1ccoc1 (stereo partly specified),59
Cc1cc(C)c(C#N)c(Sc2ccccn2)n1,56
O=C(NCCN1CCN(c2ccccc2F)CC1)c1c(F)cccc1Cl,65
COc1ccc(CCNc2cc(C)nc3c(-c4ccc(Cl)cc4)cnn23)cc1OC,62
Cc1nc(-c2cccc(Cl)c2)n[nH]1,56
